a7 integrin act = integrin-mediated muscular dystrophy alleviation activation; alpha7betagal myoblasts, beta-gal FDG fluorescence, 48 h; Potency, µM (highest dose often 38.3 µM), for inactives: at the highest dose activation, most hits filed as activators; 350,000 tested, 0.064% active; AID 624291;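 also: potency is read from the fitted curve at half-maximal effect; 100% = response of the positive control SU9516; nearly all actives have a fitted effect of over 60% in size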
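alpha7betagal+/- myoblasts (passage 13, 250/well) treated 48 h at 37C with compounds at 1:260 dilution of DMSO stock. Lysed, then beta-galactosidase activity read as FDG fluorescence (ex 480/em 540) after 30 min, with pre-read for autofluorescence.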
Menin MLL FP TR = displaces Texas Red mutant MLL peptide from human menin. 270,000 tested, 0.23% active. Potency, µM (highest dose often 61.6 µM), inactives show top-dose FP activity change, negative = inhibition, hits mostly inhibitors. Menin + Texas Red MLL mutant peptide, fluorescence polarization. O00255; active = well fitted inhibition curve with a large enough effect in the polarisation, with a control signal flat, not every such curve was filed as active; inconclusive = small, poorly fitted or top-dose-only effect, or effect the other way, or a change in a side signal; inactive = no such curve, though single readings can be large or run the other way; the % refers to the polarisation; also: potency is read from the fitted curve at half-maximal effect; % of control where 0% means no effect; many of its hits are not listed in these tables
S-ASM inh = blocks human secretory acid sphingomyelinase; placental ASM, HMU-PC fluorogenic substrate, 60 min; 340,000 tested, 0.006% active; Potency, µM (titrated, usually from 57.5 µM), inactives show top-dose activity change, negative = inhibition, hits mostly inhibitors; AID 504937; P17405; also: potency is read from the fitted curve at half-maximal effect
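Fluorogenic HMU-PC substrate (9 uM final) is turned over by placental ASM in 60 min at 37 C after a 10 min compound preincubation. Reaction ended by alkaline stop (pH 10), with fluorescence read at 386/447 nm.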
MLL CXXC-DNA inh = blocks binding of human MLL CXXC domain to DNA. Q03164. AID 2662. 290,000 tested, 0.037% active. Potency, µM (titrated, usually from 115 µM), inactives show at the top dose activity change, negative = inhibition, usual class: inhibitors. MLL-CXXC / FITC-HOXA9 DNA fluorescence polarization; active = well fitted inhibition curve with a large enough effect in the polarisation, with a control signal flat, not every such curve was filed as active; inconclusive = small, poorly fitted or top-dose-only effect, or effect the other way, or a change in a side signal; inactive = no such curve, though single readings can be large or run the other way; the % refers to the polarisation; also: potency is read from the fitted curve at half-maximal effect
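Steps: dispense CXXC domain solution (7 uM) → pin compounds or unlabeled HOX-A9 DNA control → 5 min ambient → add FLSN-HOX-A9 solution (50 nM) → spin → 30 min ambient → fluorescence polarization. Tris pH 7.5/NaCl/DTT/BSA buffer.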
TCR activator = activators of T cell receptors; primary human leukocytes, anti-CD3, IL-2 HTRF, 48 h; Potency, µM (titrated, usually from 9.22 µM), for inactives: top-dose activation of IL-2 secretion, usual class: activators; 330,000 tested, under 10 active; also: % of control where 0% means no effect
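IL-2 produced over 48 hr by a-CD3 bead-stimulated primary human leukocytes exposed to compounds was detected with a homogeneous time-resolved FRET immunoassay, 665nm acceptor signal after 320nm excitation.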
Mito fusion yeast = inhibitors of mitochondrial division or activators of mitochondrial fusion; S. cerevisiae fusion-defective mutant growth rescue, CellTiterGlo 48 h; AID 485298; Potency, µM (top dose mostly 46.1 µM), inactives show at the highest dose growth rescue (activation), actives largely listed as activators; 320,000 tested, 0.23% active;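 also: potency is read from the fitted curve at half-maximal effect; % of control where 0% means no effect; nearly all actives have a fitted effect of over 45% in size; temperature-sensitive fusion mutants such as fzo1-1 at 37 °C on non-fermentable ethanol glycerol medium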
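Compounds are tested for their ability to restore growth of mitochondrial fusion-defective yeast strains at non-permissive 37C in YPEG medium over 48 hours. Viability is quantified by luciferase luminescence.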
A-T KAP1 phos = potential ataxia-telangiectasia treatments restoring KAP-1 phosphorylation | Potency, µM (titrated, usually from 57.5 µM), without a hit: at the top dose activation, actives largely listed as activators | 320,000 tested, 0.19% active | […] A-T fibroblasts, KAP-1 phosphorylation AlphaLISA; neocarzinostatin DNA damage 30 min before lysis; also: potency is read from the fitted curve at half-maximal effect; % of control where 0% means no effect; nearly all actives have a fitted effect of over 45% in size
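hTERT-immortalized A-T patient fibroblasts ([…]), 500 cells/well in OPTI-MEM, 1% FBS, got compounds for 60 min, then NCS for 30 min at 37C. Lysates were then assayed for phospho-KAP-1 by AlphaLISA (anti-pKAP1 donor, anti-KAP1 acceptor beads), 6 hr at 25C.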
MBNL1-CUG inh = blocks human MBNL1 binding to CUG repeat RNA; Q9NR56; 280,000 tested, 0.036% active; Potency, µM (highest dose often 57.5 µM), without a hit: top-dose activity change, negative = inhibition, hits mostly inhibitors; AID 2675; TR-FRET MBNL1-His/biotin-(CUG)12 binding, 665/545 ratio; active = well fitted inhibition curve with a large enough effect in the signal ratio, with a control signal flat, not every such curve was filed as active; inconclusive = small, poorly fitted or top-dose-only effect, or effect the other way, or a change in a side signal; inactive = no such curve, though single readings can be large or run the other way; the % refers to the signal ratio; also: potency is read from the fitted curve at half-maximal effect; % is scaled to controls: 0 for no effect and ±100 for the full control effect
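TR-FRET readout: Ex 340 nm, 665/545 nm emission ratio, normalized to buffer-only (basal) and MBNL1-(CUG)12 controls. Complex of MBNL1-His with Biotin-(CUG)12, compounds 92 nM–58 uM, incubated 60 min at room temperature.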
TSHR antag = human thyrotropin receptor antagonism | P16473 | TSHR-expressing cells, TSH-stimulated cAMP HTRF, 2 h; hits give low values | activity change, negative = inhibition, % at 11.5 µM | 330,000 tested, 0.2% active | AID 504810;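 active = activity change below a set negative limit, meaning inhibition stronger than a set level, cut at about -70% in these data; inconclusive = activity change between two set negative limits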; also: % is scaled to controls: 0 for no effect and ±100 for the full control effect
Target sequence (P16473 whole entry, looked up): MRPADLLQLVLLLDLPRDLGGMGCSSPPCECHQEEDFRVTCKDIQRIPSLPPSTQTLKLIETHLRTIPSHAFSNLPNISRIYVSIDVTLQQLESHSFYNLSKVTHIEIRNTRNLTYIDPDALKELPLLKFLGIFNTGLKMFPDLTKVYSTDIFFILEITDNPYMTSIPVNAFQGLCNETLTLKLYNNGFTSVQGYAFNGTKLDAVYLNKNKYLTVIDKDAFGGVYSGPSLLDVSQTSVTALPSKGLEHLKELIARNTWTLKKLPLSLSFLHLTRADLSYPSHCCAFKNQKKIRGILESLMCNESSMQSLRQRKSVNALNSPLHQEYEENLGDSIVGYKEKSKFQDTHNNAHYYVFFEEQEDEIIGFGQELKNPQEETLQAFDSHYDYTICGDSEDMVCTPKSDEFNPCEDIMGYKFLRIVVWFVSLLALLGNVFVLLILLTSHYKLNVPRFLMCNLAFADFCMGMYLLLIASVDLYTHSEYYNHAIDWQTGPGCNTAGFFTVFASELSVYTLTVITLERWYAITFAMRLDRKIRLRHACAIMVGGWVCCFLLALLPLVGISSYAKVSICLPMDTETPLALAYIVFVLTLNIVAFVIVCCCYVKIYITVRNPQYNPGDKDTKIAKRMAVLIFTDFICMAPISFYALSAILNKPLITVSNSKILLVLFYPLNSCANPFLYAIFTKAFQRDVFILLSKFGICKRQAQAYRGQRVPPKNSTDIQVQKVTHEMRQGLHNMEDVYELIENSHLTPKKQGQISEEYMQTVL
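Read-out is FRET at 665 nm (cryptate excitation 337 nm) from a cryptate-tagged anti-cAMP antibody, competed by cell cAMP against cAMP-d2. Compounds are tested on freshly harvested TSHR cells challenged with 4nM TSH (EC80) for 2 hours at 37 deg C.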
PTAP TSG101 blk = blocks PTAP/TSG101 interaction to inhibit HIV-1 budding; Q99816; Fluorescence polarization, FITC-PTAP peptide / Tsg101 binding; Potency, µM (doses to about 115 µM), without a hit: at the top dose activity change, negative = inhibition, actives largely listed as inhibitors; 340,000 tested, under 10 active; active = well fitted inhibition curve with a large enough effect in the main read-out, with a control signal flat, not every such curve was filed as active; inconclusive = small, poorly fitted or top-dose-only effect, or effect the other way, or a change in a side signal; inactive = no such curve, though single readings can be large or run the other way; also: potency is read from the fitted curve at half-maximal effect; % of control where 0% means no effect
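Steps: Tsg101 binding domain dispensed (10 uM final), compounds pinned in DMSO, FITC-labeled PTAP-motif peptide added (50 nM final); after 20 min binding at room temperature, polarization measured.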
* hit, by the source's call; i = inactive; u = inconclusive; x = not tested or not shown; [ ] = remark or other dose. Unless noted, calls follow the shape of the dose curve; as a rule, active = well fitted curve in the direction sought with a large enough effect; inconclusive = small, poorly fitted or top-dose-only effect, or another doubt; inactive = no such curve, though single readings can be large; an effect the other way counts as inactive or inconclusive.

SMILES	TSHR antag	TCR activator	Mito fusion yeast	S-ASM inh	PTAP TSG101 blk	a7 integrin act	Menin MLL FP TR	MBNL1-CUG inh	MLL CXXC-DNA inh	A-T KAP1 phos
CN(C)CCn1c(=S)[nH]c2ccccc2c1=O	38	-3%	-1%	0%	-3%	1%	x	-21%	5%	3%
O=S(=O)(NCC1(N2CCOCC2)CCCCC1)c1ccc(F)c(F)c1F	-5	-4%	3%	1%	2%	7%	x	x	x	4%
CN(C)S(=O)(=O)c1ccc(C(=O)Nc2nnc(SCc3ccccc3)s2)cc1	6	-48%[inhibitor][46.1 µM]	-6%	18%	2%	10%	-12%	6%	-7%	-4%
CCCOc1ccc(N2C(=O)CC(N3CCN(c4nc5ccccc5s4)CC3)C2=O)cc1 (stereo not drawn)	19	-6%	-1%	-5%	2%	20%	-8%	-10%	35%[activator]	8%
CCOc1ccccc1NC(=O)c1ccc2c(c1)C(=O)N(CC(C)C)C2=O	6	7%	2%	0%	-2%	-13%	u	4%	33%[activator]	0%
COc1cccc(N/C=C/c2onc(C)c2[N+](=O)[O-])c1	1	-5%	-1%	0%	-2%	u	13%	8%	u	0%
COc1ccccc1CN1CCC(n2nccc2NC(=O)CCCc2ccccc2)CC1	-3	-1%	-1%	3%	-2%	-42%	x	1%	-2%	0%
O=[N+]([O-])c1cccc(CN2C[C@@]34C=C[C@@H](C[C@@H]3S2(=O)=O)O4)c1	6	-1%	-2%	-2%	-4%	-10%	-2%	14%	-2%	-2%
Nc1nc(Nc2ccc(Cl)cc2)c(NC=O)c(=O)[nH]1	x	-1%	x	-1%	-2%	u	x	x	x	x
O=C(Nc1ccc(-n2cc(Cl)cn2)cc1)c1ccncc1	-7	x	1%	-5%	-3%	0%	-14%	2%	-11%	-3%
Cc1ccc(C(=O)NN2C(=O)C3C4C=CC([C@@H]3C2=O)C42CC2)cc1 (stereo partly drawn)	0	2%	-1%	4%	-5%	-17%	x	-3%	6%	0%
O=C(COC(=O)c1ccc([N+](=O)[O-])s1)Nc1ccc(F)cc1	-9	-1%	-14%	-1%	-6%	1%	x	x	x	3%
CC(/C=N/NC(=O)c1nnn(-c2nonc2N)c1CN(C)C)=C\c1ccco1	9	4%	-3%	0%	-1%	14%	x	u	10%	x
O=C(c1ccc([N+](=O)[O-])o1)N1CCN(c2nc3c(F)cc(F)cc3s2)CC1	-10	1%	u	-9%	-5%	-47%[inhibitor]	x	x	x	1%
COc1ccc(CCn2c(-n3nc(C)cc3C)nc3c2c(=O)[nH]c(=O)n3C)cc1	x	5%	x	-2%	1%	-4%	x	x	x	x
Cc1ccc(S(=O)(=O)N2CCN(C(=O)c3ccc4c(c3)OCO4)CC2)cc1	-6	-8%	1%	5%	-6%	4%	x	0%	3%	7%
CCN1CCN(C(C(=O)NC2CCCC2)c2cc3c(cc2[N+](=O)[O-])OCO3)CC1 (stereo not drawn)	4	2%	1%	-2%	-6%	-15%	-9%	u	-2%	-3%
COc1cc(CNc2ncn[nH]2)ccc1OCc1ccccc1C	-10	7%	5%	-1%	-3%	6%	-7%	1%	0%	-3%[11.5 µM]
CCOC(=O)C(NC(C)=O)(Nc1ccc(S(=O)(=O)Nc2cc(C)on2)cc1)C(F)(F)F (stereo not drawn)	5	-3%[46.1 µM]	-1%	4%	1%	-2%	-1%	-8%	4%	x
Cc1cc(C)nc(NS(=O)(=O)c2ccc(NC(=S)NC(=O)c3cccnc3)cc2)n1	39	-11%	0%	11%	0%	13%	-28%	-6%	-4%	6%
CC(=O)Nc1ccc2nc(NC(=O)C(Cl)(Cl)Cl)sc2c1	-1	-12%	-2%	-7%	-5%	-5%	7%	0%	-11%	3%
CC(=O)N(C)C1(c2nnnn2CCOC(=O)Nc2cccc3ccccc23)CCCC1	-1	-3%	1%	-5%	-2%	-6%	4%	10%	-5%	2%
CC1/C(=N/O)CC(c2ccccc2)NC1c1ccccc1 (stereo not drawn)	-12	-4%	-2%	4%	-1%	19%	0%	-1%	-4%	1%
COc1ccc(-c2ccc(N)cn2)cn1	-17	2%	-10%	4%	0%	0%	x	x	x	1%
Cc1onc(-c2ccccc2Cl)c1C(=O)c1ccccc1	-7	1%	4%	0%	-10%	2%	x	-11%	6%	15%
CCOC(=O)c1cccc(NC(=O)CCS(=O)(=O)c2ccc(Br)s2)c1	9	-4%	4%	-1%	-3%	-26%	6%	-8%	12%	-9%
O=C(COC(=O)c1ccccc1C(=O)c1ccccc1)Nc1cccc([N+](=O)[O-])c1	-4	-3%[46.1 µM]	u	-5%	-8%	7%	u	u	8%	9%
CCOC(=O)c1c(-c2ccccc2Cl)cn2ccccc12	4	1%	9%	13%	0%	21%	3%	24%	18%	19%
COc1ccc(CN2CCSCC2)c(OC)c1C	15	x	-1%	-2%	-4%	3%	2%	3%	10%	-7%
O=S(=O)(Nc1ccc(Br)cn1)c1ccc2ccccc2c1	2	-6%	13%	2%	-6%	29%	42%[activator]	-5%	-7%	4%
CCOc1ncccc1C(=O)N1CCN(Cc2ccc3c(c2)OCO3)CC1	3	-5%	-5%	4%	-2%	-19%	0%	-6%	1%	-1%
CCOCCCNC(=O)c1oc2ccc3c(c2c1C)C(O)CC(C)(C)O3 (stereo not drawn)	-4	5%	6%	12%	-3%	8%	-8%	-2%	7%	6%
Cc1ccc(OCCC(=O)OCC(=O)NC2CCCC(C)C2C)cc1 (stereo not drawn)	0	-1%	x	-1%	0%	24%	x	x	x	5%
COc1ccc(NC(=O)CN(C)C(=O)c2cn(-c3ccccc3)nc2-c2ccc(OC)cc2)cc1	33	x	10%	1%	-4%	42%	x	x	x	3%
COc1ccc(N2Cc3ccccc3C2=NC(=O)c2cccc([N+](=O)[O-])c2)cc1	8	4%[46.1 µM]	5%	-3%	-8%	u	-11%	u	0%	5%
O=C(Nc1ccccc1)Oc1ccc[nH]c1=O	16	-3%	19%	4%	-5%	u	15%	-5%	42%[activator]	9%
O=C(COC(=O)/C=C/c1ccccc1)NC1CC1	28	-1%	6%	0%	-5%	-3%	x	x	x	7%
Cc1cc(OCC(=O)N(C)Cc2ccccc2)ccc1Cl	-7	x	5%	-2%	-2%	24%	-7%	0%	2%	6%
CCOc1ccc(-n2nc3ccc(N)cc3n2)cc1	8	-2%	2%	i	-5%	0%	u	24%	42%[activator]	13%
COC(=O)N/N=C/c1cccc([N+](=O)[O-])c1	-4	1%	-5%	0%	-4%	38%	x	u	-8%	-1%

Record cards, from the list above.
COC(=O)N/N=C/c1cccc([N+](=O)[O-])c1 is listed as TSHR antag = -4; TCR activator = 1%; Mito fusion yeast = -5%; S-ASM inh = 0%; PTAP TSG101 blk = -4%; a7 integrin act = 38%; Menin MLL FP TR = x; MBNL1-CUG inh = u; MLL CXXC-DNA inh = -8%; A-T KAP1 phos = -1%
CCOc1ncccc1C(=O)N1CCN(Cc2ccc3c(c2)OCO3)CC1 is listed as TSHR antag = 3; TCR activator = -5%; Mito fusion yeast = -5%; S-ASM inh = 4%; PTAP TSG101 blk = -2%; a7 integrin act = -19%; Menin MLL FP TR = 0%; MBNL1-CUG inh = -6%; MLL CXXC-DNA inh = 1%; A-T KAP1 phos = -1%

Source: PubChem BioAssay (National Center for Advancing Translational Sciences (NCATS))

Not all compounds are listed; count on the stated rates, not on these rows.
